High-throughput results from PubChem.
CHO-K1 Ca PAM – M1 PAM counterscreen hit in parental CHO-K1 cells. ATP EC20, Fluo-8 calcium fluorescence; 0% at ATP EC20, 100% at ATP max. activation, % at 3 µM. 360,000 tested, 0.02% active;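 active = activation above the run cutoff, the mean activation of all test compounds plus 3 SD, cut at about 40% in these data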;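 note: peak over basal fluorescence ratio in a 140 s read after ATP addition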
CHO-K1 Ca antag – counter-screen for M1 antagonists: effect in parental CHO-K1 cells. 360,000 tested, 0.6% active. inhibition, % at 3 µM. AID 602250. ATP-induced calcium, Fluo-8 fluorescence;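 active = inhibition above a per-plate cutoff, the plate's mean sample inhibition plus 3 SD, cut at about 24% in these data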;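 note: 0% = DMSO plus EC80 ATP and 100% = DMSO alone without ATP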
M4 antag – CHRM4 antagonism in calcium assay | inhibition, % at 3 µM | CHO-hM4 cells, ACh EC80, Fluo-8 calcium fluorescence | P08173 | 360,000 tested, 0.73% active;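 active = inhibition above its plate's cutoff, the mean inhibition of sample wells plus 3 SD, cut at about 27% in these data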;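 note: 0% = acetylcholine EC80 with DMSO and 100% = DMSO without agonist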
Target sequence (P08173 whole entry, looked up): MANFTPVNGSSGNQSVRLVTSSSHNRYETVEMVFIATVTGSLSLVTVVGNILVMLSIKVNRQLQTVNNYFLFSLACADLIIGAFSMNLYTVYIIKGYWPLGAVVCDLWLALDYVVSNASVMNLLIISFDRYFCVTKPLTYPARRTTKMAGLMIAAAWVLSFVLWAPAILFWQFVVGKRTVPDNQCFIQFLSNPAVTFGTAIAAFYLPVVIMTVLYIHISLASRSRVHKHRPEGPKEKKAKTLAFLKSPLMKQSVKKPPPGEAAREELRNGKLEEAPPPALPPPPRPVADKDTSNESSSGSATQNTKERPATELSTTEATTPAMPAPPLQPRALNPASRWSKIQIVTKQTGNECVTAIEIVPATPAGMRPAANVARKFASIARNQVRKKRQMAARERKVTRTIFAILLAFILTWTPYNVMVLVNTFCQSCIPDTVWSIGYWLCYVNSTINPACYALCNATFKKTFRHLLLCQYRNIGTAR
CHO-K1 Ca ag – nonselective activator or artifact in parental CHO-K1 cells; 360,000 tested, 0.48% active; Fluo-8 calcium fluorescence; scaled to maximal ATP response, vehicle zero; activation, % at 3 µM; in the data active = activation above about 15%;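 note: untransfected CHO-K1 host cells lacking M1 receptor as counterscreen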
CHRM4 agonist – agonists of human muscarinic M4 receptor (CHRM4); activation, % at 3 µM; 360,000 tested, 0.14% active; P08173; CHO-K1 hM4/Gqi5, Fluo-8 calcium fluorescence; vehicle 0%, full acetylcholine response 100%;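 active = activation above the run mean over all test wells plus 3 SD, cut at about 32% in these data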;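 note: peak over basal fluorescence ratio per well then scaled between controls; 0% = DMSO wells and 100% = acetylcholine at EC100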
CHRM5 antagonist – CHRM5 antagonism in calcium assay. P08912. CHO-hM5 cells, Fluo-8 calcium fluorescence, ACh EC80. inhibition, % at 3 µM. 360,000 tested, 0.59% active. AID 624040;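 active = inhibition above a per-plate cutoff, the mean of that plate's test compounds plus 3 SD, cut at about 27% in these data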;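 note: 0% = acetylcholine EC80 with DMSO and 100% = DMSO without agonist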
Target sequence (P08912 whole entry, looked up): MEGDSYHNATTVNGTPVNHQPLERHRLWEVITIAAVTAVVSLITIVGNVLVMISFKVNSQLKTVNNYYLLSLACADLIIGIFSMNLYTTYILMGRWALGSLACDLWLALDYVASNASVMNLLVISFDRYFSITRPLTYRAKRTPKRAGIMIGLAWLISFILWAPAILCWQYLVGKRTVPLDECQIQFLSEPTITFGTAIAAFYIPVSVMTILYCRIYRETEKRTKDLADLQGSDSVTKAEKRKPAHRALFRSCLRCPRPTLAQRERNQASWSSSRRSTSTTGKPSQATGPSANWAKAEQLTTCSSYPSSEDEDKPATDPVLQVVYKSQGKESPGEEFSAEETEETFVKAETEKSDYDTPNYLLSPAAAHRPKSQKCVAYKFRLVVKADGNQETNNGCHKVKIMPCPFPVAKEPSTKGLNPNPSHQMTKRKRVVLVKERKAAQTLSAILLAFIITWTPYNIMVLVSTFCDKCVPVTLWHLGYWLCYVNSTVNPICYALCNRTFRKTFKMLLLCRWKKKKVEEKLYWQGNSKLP
M4 PAM – potentiates acetylcholine response at human M4 receptor | P08173 | activation, % at 3 µM | 360,000 tested, 0.4% active | CHO-K1 hM4/Gqi5, Fluo-8 calcium fluorescence, ACh EC20; 0% = ACh EC20, 100% = maximal ACh;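 active = activation above its plate's cutoff, the mean activation of sample wells plus 3 SD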; note: some results filed as inactive read as strong as hits
CHRM5 agonist – CHRM5 agonism in calcium assay. CHO-K1 hM5 cells, Fluo-8 calcium fluorescence; 0% DMSO wells, 100% maximal acetylcholine response. 360,000 tested, 0.19% active. activation, % at 3 µM. P08912;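 active = activation above the run's mean over test compounds plus 3 SD, cut at about 23% in these data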;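 note: signal is peak over basal fluorescence ratio across the kinetic read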
M5 PAM – potentiates acetylcholine response at human M5 receptor; P08912; CHO-K1 hM5, Fluo-8 calcium, ACh EC20 PAM; 0% = ACh EC20, 100% = ACh EC100; activation, % at 3 µM; 360,000 tested, 0.3% active;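 active = activation above the run cutoff, the mean activation of all test compounds plus 3 SD, cut at about 18% in these data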
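Assay system: CHO-K1 hM5 cells. Also added: acetylcholine at EC20 concentration, added after compound. Dosing: 3 µM, single dose. Times: compound preincubation 140 s before EC20 acetylcholine addition. Signal: Fluo-8 calcium fluorescence. Measure: % activation relative to EC20 and EC100 ACh responses. Repeats: singlicate, one well per test compound.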
* hit, by the source's call.

SMILES | CHO-K1 Ca PAM | CHO-K1 Ca antag | M4 antag | CHO-K1 Ca ag | CHRM4 agonist | CHRM5 antagonist | M4 PAM | CHRM5 agonist | M5 PAM
Clc1ccc(C2[C@H]3CN(CC4CCCCC4)[C@H](c4ccccc4)C34CC2(c2cccnc2)C4)cn1 (some centres not stated) | -9.6 | -4.0 | -1.7 | -0.4 | -1.3 | 10.2 | -9.6 | -6.5 | -7.4
O=C(O)CCC(=O)c1ccc(C2CCCCCC2)cc1 | 18.4 | -2.0 | -7.1 | 0.7 | 2.1 | 3.2 | 2.6 | 1.3 | 0.2
CCCCSCCCNC(=O)c1ccc2c(c1)N(CC)C(=O)c1ccccc1S2=O (configuration not stated) | 4.4 | -14.3 | 1.4 | -0.8 | 1.1 | 5.0 | -7.3 | -6.0 | -3.0
Cc1nnsc1C(=O)Nc1ccc(S(=O)(=O)N2CCCC(C)C2)cc1 (configuration not stated) | -9.9 | -11.4 | -9.6 | 8.2 | 16.7 | -2.5 | -4.8 | 8.2 | -0.9
C[C@@H]1CN([C@@H](C)CO)C(=O)c2cccc(NS(=O)(=O)c3cccs3)c2O[C@H]1CN(C)Cc1ccc(C(F)(F)F)cc1 | 18.8 | -7.3 | -5.3 | 0.7 | 5.1 | 11.7 | 3.0 | 5.3 | -0.2
COc1ccc(C(C#N)C2(C)OCCO2)cc1OC (configuration not stated) | 3.6 | -6.2 | 5.3 | -0.2 | 2.4 | -5.6 | 4.4 | 2.0 | 5.2
CSc1nc(Sc2cccc(Cl)c2)c2ccccc2n1 | 7.0 | -4.2 | -3.4 | 0.0 | -0.1 | -4.2 | 0.6 | -0.9 | 0.4
COc1ccc(C(=O)C2CCCN(Cc3ccc(C#CCCO)cc3)C2)c(OC)c1 (configuration not stated) | 8.0 | -3.6 | -3.5 | 1.3 | 4.3 | -4.9 | -32.5 | -8.9 | -2.3
Cc1coc2cc3oc(=O)c(CCC(=O)NCc4ccccn4)c(C)c3cc12 | 2.7 | 6.5 | -14.1 | 4.4 | 7.3 | 0.0 | 0.5 | 5.0 | -1.0
COc1ccc(NC(=O)CSc2ccccc2)c(OC)c1 | 7.9 | 2.2 | 7.5 | 0.3 | -0.7 | -1.3 | 8.0 | -0.8 | 1.3
CC1(C)CNC(=O)C=C(c2ccccc2)C1 | -14.6 | 2.5 | -7.0 | -0.6 | 0.6 | -8.0 | 6.6 | 1.0 | -0.7
COc1ccc(C(=O)Nc2ccc(Cl)c(S(=O)(=O)N3CCOCC3)c2)cc1 | 1.8 | -5.9 | -5.1 | 17.3* | 23.2 | 11.2 | -9.5 | 11.3 | -33.7
O=C(Nc1ccccc1N1CCOCC1)C1CCCCN1S(=O)(=O)c1ccccc1 (configuration not stated) | 9.1 | -4.2 | -11.4 | 0.1 | 3.8 | -1.7 | 3.8 | 2.3 | 6.3
CC1(C(=O)Nc2ccc(F)cc2F)CCN1C(=O)Cc1ccc(Cl)cc1Cl (configuration not stated) | 17.8 | -7.9 | -11.4 | -0.2 | -0.2 | 3.8 | 1.5 | -2.2 | -2.6
Cc1ccc(SCC(=O)NCc2ccccc2)cc1 | -14.5 | 10.5 | -7.0 | -0.2 | -0.5 | -1.6 | 2.5 | -1.7 | 7.0

Compound profiles, from the list above.
CC1(C)CNC(=O)C=C(c2ccccc2)C1 is listed as CHO-K1 Ca PAM: -14.6; CHO-K1 Ca antag: 2.5; M4 antag: -7.0; CHO-K1 Ca ag: -0.6; CHRM4 agonist: 0.6; CHRM5 antagonist: -8.0; M4 PAM: 6.6; CHRM5 agonist: 1.0; M5 PAM: -0.7
CC1(C(=O)Nc2ccc(F)cc2F)CCN1C(=O)Cc1ccc(Cl)cc1Cl (configuration not stated) is listed as CHO-K1 Ca PAM: 17.8; CHO-K1 Ca antag: -7.9; M4 antag: -11.4; CHO-K1 Ca ag: -0.2; CHRM4 agonist: -0.2; CHRM5 antagonist: 3.8; M4 PAM: 1.5; CHRM5 agonist: -2.2; M5 PAM: -2.6

(listing goes on)
SMILES | CHO-K1 Ca PAM | CHO-K1 Ca antag | M4 antag | CHO-K1 Ca ag | CHRM4 agonist | CHRM5 antagonist | M4 PAM | CHRM5 agonist | M5 PAM
CCCNC(=O)CSc1nnc(-c2ccco2)n1C | 10.8 | 18.6 | -3.2 | 0.0 | 0.7 | -9.1 | 1.1 | -3.0 | 1.4
CN(C)S(=O)(=O)c1ccc(SCC(=O)Nc2cccc(S(=O)(=O)N3CCCC3)c2)nc1 | -8.1 | 1.3 | 17.6 | 3.5 | 6.9 | -1.5 | -5.7 | 0.1 | -5.8
COc1ccc(Cl)cc1NC(=O)NCc1cccnc1 | -21.6 | 5.5 | 3.6 | 0.5 | 0.9 | 7.0 | 12.4 | -5.6 | 0.1
Cc1ccc(/C=N/NC(=O)c2ccc(NC(=O)c3ccccc3Cl)cc2)o1 | -4.2 | -8.4 | -5.2 | 2.9 | 8.9 | 16.7 | -3.4 | -3.1 | -9.6
C/C(=N\OCC(=O)OCC(=O)NCc1ccccc1)c1ccc2c(c1)OCO2 | -0.2 | -1.5 | -5.8 | 2.4 | 7.4 | 10.6 | 4.7 | -2.5 | -6.1
CC(=O)c1cccc(NC(=S)NC(=O)c2ccc(C)cc2)c1 | 11.5 | -9.9 | -1.9 | 1.5 | 1.4 | 3.7 | 25.9* | -3.0 | 7.9
O=C(NC1CC2CCCC(C1)N2Cc1ccccc1)c1ccc([N+](=O)[O-])cc1 (configuration not stated) | 4.0 | -0.3 | 1.3 | -0.4 | 0.4 | 6.3 | -1.1 | -10.1 | 7.6
O=C1CNC(=O)/C(=C\c2ccccc2)N1 | 10.4 | -1.7 | 6.5 | 0.4 | 1.0 | 9.8 | 0.9 | 0.1 | -5.0
O=C(NCC1CCCO1)C1CCCN1C(=O)NC1CCCCC1 (configuration not stated) | 15.8 | -5.4 | -0.9 | 0.1 | 0.3 | -2.0 | 0.9 | -2.4 | -2.2
COc1ccc(C(=O)Nc2ccccc2C(=O)Nc2ccncc2)cc1 | -6.8 | -4.7 | 4.5 | 1.1 | 4.5 | 12.8 | -3.9 | -2.2 | -8.2
COc1ccc(N(C(=O)C(C)C)S(=O)(=O)c2ccc(Cl)cc2)cc1 | 14.4 | -3.4 | -4.4 | 0.3 | -3.2 | 3.7 | 3.8 | -8.2 | -6.9
CCCCCC(=O)N1CCCC1 | 6.1 | -11.6 | -5.2 | 1.1 | 0.8 | 0.5 | 6.2 | -0.9 | 2.4
CC(=O)c1ccc(N2CCN(S(=O)(=O)c3cc(-c4cc(C)no4)ccc3C(C)C)CC2)cc1 | -19.8 | -0.4 | 2.4 | 0.2 | 2.6 | 5.6 | -1.8 | -4.1 | -0.9
COC(=O)C1=C(C(=O)OC)SC2(S1)C(C(=O)OC)=C(C(=O)OC)SC1=C2c2cc(C)cc(C)c2NC1(C)C | 15.3 | 2.1 | 14.9 | 0.1 | 0.1 | 4.0 | -5.5 | -8.8 | -9.7
CC(/C=N/NC(=O)CSc1nc2ccccc2n1C)=C\c1ccco1 | -1.2 | 0.6 | -2.4 | 0.1 | 0.9 | -3.7 | 1.2 | -4.3 | 7.1

3 entries from above, sorted by their value in M4 PAM, ascending.
Molecule | M4 PAM
Cc1ccc(/C=N/NC(=O)c2ccc(NC(=O)c3ccccc3Cl)cc2)o1 | -3.4
O=C(NCC1CCCO1)C1CCCN1C(=O)NC1CCCCC1 (configuration not stated) | 0.9
CC(=O)c1cccc(NC(=S)NC(=O)c2ccc(C)cc2)c1 | 25.9*

Other results follow.
SMILES | CHO-K1 Ca PAM | CHO-K1 Ca antag | M4 antag | CHO-K1 Ca ag | CHRM4 agonist | CHRM5 antagonist | M4 PAM | CHRM5 agonist | M5 PAM
COc1ccc(S(=O)(=O)N2CCN(C(=O)c3cnc(C)cn3)CC2)cc1 | 7.7 | 1.8 | 2.8 | 0.1 | 0.7 | -3.6 | 5.9 | -1.3 | 6.8
COc1ccc(/C=N/NC(=O)c2nc(-c3ccccc3)cc(-c3ccccc3)n2)cc1 | 2.0 | 7.6 | -3.5 | 1.4 | 6.0 | 12.4 | -0.7 | 1.3 | -12.4
O=C(COC(=O)C1CC2C=CC1C2)NCc1ccc(F)cc1 (configuration not stated) | 7.6 | -5.3 | 0.5 | 0.2 | 2.2 | 9.6 | 6.5 | -2.5 | -7.7
CC12CCC(=O)N1C(C(=O)Nc1ccc(Cl)c(S(=O)(=O)N3CCCCC3)c1)CS2 (configuration not stated) | -5.9 | 3.6 | 3.3 | 5.2 | 9.7 | 5.5 | -4.8 | 7.1 | -8.3
Cc1nnc(NC(=O)c2ccncc2)s1 | 1.8 | -2.7 | 6.5 | 0.2 | 1.3 | -4.2 | 12.6 | -1.9 | -1.5
CC(=O)C1=C(O)C(=O)N(c2nccs2)C1c1ccc(Br)cc1 (configuration not stated) | 9.9 | 4.0 | 9.1 | 0.1 | 0.2 | -1.8 | 10.4 | -0.1 | 5.2
NS(=O)(=O)c1ccc(NC(=S)NC(=O)c2ccc3c(c2)OCO3)cc1 | 12.4 | -1.1 | 5.5 | -0.4 | 0.0 | -7.1 | 3.3 | -2.5 | 3.6
Cc1ccc(-c2nnn(CC(=O)N(Cc3ccco3)C(C(=O)NC(C)(C)C)c3ccc(C)o3)n2)o1 (configuration not stated) | 28.4 | -17.0 | -3.7 | 1.2 | 3.3 | 1.6 | 5.5 | 0.1 | 13.0
Cc1cccc2sc(NC(=O)C3CC3)nc12 | 9.1 | -3.9 | -12.3 | 5.0 | 0.6 | 2.6 | 7.2 | 4.8 | -0.8
O=C(CCN1C(=O)c2ccccc2C1=O)Nc1cccc(F)c1 | -0.6 | -12.4 | -8.0 | 1.7 | 4.5 | -1.6 | 3.6 | 5.2 | -1.6
N#CCCN1CCN(CCC#N)C1=S | -0.6 | -5.6 | -9.9 | 0.7 | 0.8 | 8.4 | 0.1 | 30.3* | -7.4
COCCCNC(=O)CSc1nc2cc3c(cc2c(=O)n1CCCC(=O)NCc1ccc(OC)cc1)OCO3 | 17.4 | -13.4 | -1.5 | 0.4 | 1.1 | 4.1 | 4.2 | 0.5 | 2.3
COc1ccc(C(=O)N/N=C/c2ccc(OC)c(CSc3ccccn3)c2)cc1 | 17.7 | -2.0 | -5.2 | 1.1 | 4.6 | -2.2 | -1.6 | -4.0 | -5.9
Cc1ccc(S(=O)(=O)CCC(=O)OC(C)C(=O)N2CCc3ccccc32)cc1 (configuration not stated) | 23.9 | -13.6 | 2.4 | -0.3 | 1.7 | 4.2 | -1.4 | -4.4 | -0.7
CCOC(=O)c1ccsc1NC(=O)c1ccco1 | 14.7 | 1.0 | -4.6 | -0.5 | -0.1 | -7.3 | 3.0 | -2.7 | 0.2
COc1ccc(C(=O)NCC(=O)NCC(=O)OCC(=O)C(C)(C)C)cc1 | 11.3 | -1.8 | -0.9 | 0.4 | 1.0 | -3.6 | 6.5 | 0.5 | -0.8
O=c1cc(N2CCOCC2)[nH]c(=O)n1C1CCCCC1 | 9.1 | -7.2 | -2.9 | 0.3 | 0.8 | -11.7 | 5.8 | 0.5 | 7.4
CCCC(=O)N1CCCC(c2cc(C(=O)Nc3ccc4c(c3)OCO4)no2)C1 (configuration not stated) | -11.5 | 2.1 | -21.3 | -0.9 | -1.8 | -0.2 | 12.7 | 1.7 | 6.9
CCOc1ccccc1C(=O)NCC(=O)NNC(=O)c1cccc(S(=O)(=O)Nc2ccc(OC)cc2)c1 | 0.9 | 12.9 | -5.3 | 0.0 | 1.6 | -0.7 | 8.3 | 0.8 | -0.4
COc1ccc(CNC(=O)C(=O)NCC2OCCN2S(=O)(=O)c2ccc(F)cc2)cc1 (configuration not stated) | -3.9 | -2.6 | 3.8 | 1.1 | 2.6 | 10.0 | -5.4 | 0.9 | 3.8
